# DTT redox prof – compounds producing H2O2 with reducing agent – biochemical, NIH compound library profiling, artefact control for MLSCN library redox annotation, primary screen | DTT-dependent redox cycling H2O2, phenol red/HRP absorbance; 100% = 100 µM peroxide control, 0% = buffer | activation, % at 10 µM | 200,000 compounds, 0.03% hits | AID 878;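 active = activation of at least 50% relative to the plate's high and low controls in the primary single-dose screen; inactive = activation below 50%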;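 note: compound incubated with DTT at 0.8 mM final as the reducing agent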
# Hsp70 activator – transcriptional activators of Hsp70. AID 1203. 200,000 compounds, 0.04% hits. activation, % at 10 µM. HeLa Hsp70 promoter luciferase reporter, luminescence; scaled: vehicle 0, proteasome-inhibitor control 100%;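 active = activation above the mean across all tested compounds plus 3 SD, cutoff set per campaign, cut at about 5.5% in these data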;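 note: 100% = MG132 at 30 µM as the positive control and 0% = DMSO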
# TLR4 MyD88 comp – TLR4-MyD88 interaction inhibition in cells; 200,000 compounds, 0.18% hits; HeLa CL3-4 TLR4/MyD88 BLA complementation, FRET ratio; inhibition, % at 8.4 µM; O00206+Q99836; in the data active = inhibition above about 25%;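 note: 0% = vehicle and 100% = reference inhibitor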
# Target sequence (O00206 whole entry, looked up): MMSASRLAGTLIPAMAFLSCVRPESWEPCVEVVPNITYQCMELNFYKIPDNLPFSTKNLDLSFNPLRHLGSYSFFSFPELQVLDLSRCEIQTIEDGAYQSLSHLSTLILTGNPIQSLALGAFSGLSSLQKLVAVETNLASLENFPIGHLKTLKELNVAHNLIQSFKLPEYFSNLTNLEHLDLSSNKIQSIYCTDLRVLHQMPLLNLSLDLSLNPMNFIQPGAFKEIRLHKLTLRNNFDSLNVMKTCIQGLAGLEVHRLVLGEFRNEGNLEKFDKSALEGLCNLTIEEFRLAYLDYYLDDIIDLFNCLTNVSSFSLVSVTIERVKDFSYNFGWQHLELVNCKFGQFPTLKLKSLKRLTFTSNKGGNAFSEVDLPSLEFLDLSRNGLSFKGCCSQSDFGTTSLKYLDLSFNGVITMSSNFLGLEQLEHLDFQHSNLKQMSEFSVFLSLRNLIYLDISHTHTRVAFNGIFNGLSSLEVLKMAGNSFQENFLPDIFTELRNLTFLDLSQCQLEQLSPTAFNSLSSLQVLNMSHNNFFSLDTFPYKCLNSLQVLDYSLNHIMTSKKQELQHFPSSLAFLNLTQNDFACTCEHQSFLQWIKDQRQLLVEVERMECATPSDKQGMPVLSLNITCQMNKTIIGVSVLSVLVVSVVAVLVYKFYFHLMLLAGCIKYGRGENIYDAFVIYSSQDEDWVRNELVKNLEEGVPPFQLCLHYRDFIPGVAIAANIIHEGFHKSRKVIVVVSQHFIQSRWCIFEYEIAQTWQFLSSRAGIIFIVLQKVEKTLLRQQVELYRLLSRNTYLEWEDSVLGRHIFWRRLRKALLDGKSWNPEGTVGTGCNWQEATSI
# Target sequence (Q99836 whole entry, looked up): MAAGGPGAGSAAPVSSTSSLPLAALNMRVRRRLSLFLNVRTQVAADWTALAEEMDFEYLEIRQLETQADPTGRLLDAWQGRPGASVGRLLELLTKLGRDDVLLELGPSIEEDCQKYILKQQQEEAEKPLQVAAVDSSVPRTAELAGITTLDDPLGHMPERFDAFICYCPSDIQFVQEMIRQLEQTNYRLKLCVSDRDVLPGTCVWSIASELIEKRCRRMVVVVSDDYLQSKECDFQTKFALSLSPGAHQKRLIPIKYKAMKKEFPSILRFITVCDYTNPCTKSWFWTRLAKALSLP
# NF-kB neuron act – compounds increasing NF-kB expression in human neuronal cells; NF-kB reporter expression; active compounds read high; fold change at 12.5 µM; 190,000 compounds, 1.6% hits; in the data active = fold change above about 3.3
# STAT3 activator – STAT3 signaling activation; activation (% of control), % at 5.6 µM; 190,000 compounds, 0.91% hits; U3A cells, IL-6 STAT3-luciferase reporter, luminescence; 100% = signal with IL-6 EC80 alone;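 active = activation above the screen-wide mean of compound activation plus 3 SD, cut at about 130% in these data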;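 note: 0% = background luminescence of wells with medium and substrate only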
#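 Material: STAT3-luciferase reporter U3A cells. Controls: IL-6-treated wells, 100% activation. Read-out: % activation versus median of IL-6-stimulated wells. Probe or stimulus: IL-6 stimulus at 33 ng/mL final. Timing: compound 1 h, then IL-6 6 h at 37 °C. Signal: reporter luminescence signal.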
# STAT1 activator – STAT1 signaling activation; NIH 3T3 STAT1-luciferase reporter, IFN-gamma, luminescence; 100% = IFN-gamma alone, no compound; activation (% of control), % at 5.5 µM; 200,000 compounds, 2.6% hits; AID 932;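 active = activation above the screen-wide mean activation plus 3 SD, cut at about 130% in these data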;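 note: raw ratio to IFN-gamma control signal so 100% means no change and 0% no light; values of inactives mirror those of a sister screen read the other way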
# Efa HMGR inh – blocks class II HMG-CoA reductase of Enterococcus faecalis | AID 1066 | 190,000 compounds, 0.41% hits | purified E. faecalis HMGR, NADPH absorbance 340 nm kinetic | inhibition, % at 10 µM;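 active = inhibition above a set limit, the median over all tested compounds plus 3 SD, cut at about 9.5% in these data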;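 note: enzyme runs in reverse so mevalonate oxidation gives rising NADPH absorbance; 0% = complete reaction with DMSO and 100% = background rate lacking mevalonate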
# STAT1 blocker – inhibitors of IFN-gamma induced STAT1 signaling; NIH 3T3 STAT1-luciferase reporter, luminescence; inhibition, % at 5.5 µM; 200,000 compounds, 0.35% hits;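 active = inhibition above a set limit, the mean inhibition across all tested compounds plus 3 SD, cut at about 34% in these data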;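 note: 0% = IFN-gamma with DMSO and 100% = IFN-gamma with 300 µM nifuroxazide; values of inactives mirror those of a sister screen read the other way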
# STAT3 inh – reduces IL-6 driven STAT3 reporter signal; inhibition, % at 5.5 µM; U3A cells, IL-6 STAT3-luciferase reporter, luminescence; host cell line lacks STAT1; 190,000 compounds, 0.89% hits;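 active = inhibition above the mean inhibition across all screened compounds plus 3 SD, cut at about 44% in these data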;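 note: 0% = DMSO only wells and 100% = 100 µM nifuroxazide control wells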
# APP 5'UTR act – APP 5'UTR luciferase reporter activation; SH-SY5Y APP 5'UTR luciferase reporter, luminescence; zero percent = DMSO vehicle wells; activation, % at 2 µM; 190,000 compounds, 1% hits; AID 1276;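 active = activation above a set limit, based on mean plus 3 SD of controls, cut at about 140% in these data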; note: values of inactives mirror those of a sister screen read the other way
# Numbers without * were called inactive; . = no result given.
# Order of values: DTT redox prof, Hsp70 activator, TLR4 MyD88 comp, NF-kB neuron act, STAT3 activator, STAT1 activator, Efa HMGR inh, STAT1 blocker, STAT3 inh, APP 5'UTR act
(1) CCCCCCOC1(c2ccccc2)OC(=O)c2ccccc21 (configuration not stated)
 : -3.9, -0.2, -6, 0.84, 105, 98, 3, 2, 2, 14
(2) Cc1[nH]nc2c1C1(C(=O)Nc3ccc([N+](=O)[O-])cc31)C(C#N)=C(N)O2 (configuration not stated)
 : 0.0, -0.5, -11, 1.1, 100, 96, -6, 4, 6, -10
(3) O=C(CN1CCN(c2ccccc2F)CC1)NC(=O)NCc1ccccc1
 : -1.0, -0.3, -4, 1.4, 102, 102, -2, -4, 4, -6
(4) CCOCCN1CCN(c2c(C)c(C)nc3cc(-c4cc(OC)cc(OC)c4)nn23)CC1
 : -0.3, -0.5, 7, 0.43, 105, 108, 0, -9, -6, 2
(5) Cc1ccc(C)c(NC(=S)NNC(=O)c2csc3c2CCC(C)C3)c1 (configuration not stated)
 : 0.1, -0.3, -8, 1, 79, 100, -3, 0, 25, 6
(6) Cc1ccc(-n2ncc3c(NNC(=O)Cc4ccccc4)ncnc32)cc1
 : 0.3, -0.2, -15, 0.96, 103, 113, -6, -15, -1, 10
(7) CC1(C)CC(=O)C2=C(C1)OC(N)=C(C#N)C2c1ccoc1 (configuration not stated)
 : -1.0, -0.2, 0, 1.2, 104, 101, 0, -1, 1, 8
(8) O=S1(=O)N=C(N2CCN(Cc3ccccc3)CC2)c2ccccc21
 : 1.5, 0.1, -11, 0.89, 112, 97, -1, 4, -11, -2
(9) COc1ccc(Nc2nnc(SC(C(=O)Nc3ccc(OC)c(Cl)c3)c3ccccc3)s2)cc1 (configuration not stated)
 : 0.4, -0.3, -7, 1.4, 105, 112, 0, -14, -3, -8
(10) Cc1[nH]nc2c1C(c1ccoc1)C(C#N)=C(N)O2 (configuration not stated)
 : 1.3, 0.1, 0, 1.1, 106, 102, 3, -2, -2, 0
(11) C=CCNC(=O)COC(=O)c1ccc(Sc2nncn2C)c([N+](=O)[O-])c1
 : 0.4, 0.2, -3, 1.1, 103, 102, 1, -2, 5, -10
(12) CN(C#N)c1nccc(-c2cccs2)n1
 : 4.3, -0.3, 11, 1.3, 85, 106, -1, -7, 20, -19
(13) CC1Cc2ccccc2N1C(=O)C1CCCN(S(=O)(=O)c2cccc3cccnc23)C1 (configuration not stated)
 : -0.9, -0.2, -9, 0.74, 105, 96, -2, 4, 3, .
(14) CCN(c1ccccc1)S(=O)(=O)c1ccc(F)c(C(=O)O)c1
 : -1.4, -0.4, -2, 1.2, 101, 105, -4, -7, 4, -3
(15) CC1Cc2ccccc2N1S(=O)(=O)c1cccc(C(=O)N2CCN(c3ncccn3)CC2)c1 (configuration not stated)
 : -1.1, -0.5, 2, 0.79, 95, 91, -3, 10, 7, -14
(16) O=C(c1cccnc1)N1CCN(c2ccc([N+](=O)[O-])cc2Cl)CC1
 : 0.3, -0.2, 1, 1, 90, 94, -5, 7, 7, -9
(17) COc1ccccc1Nc1nc(C)cc(=O)[nH]1
 : -0.1, -0.2, -16, 1.3, 93, 79, 0, 13, 12, 1
(18) O=C(CSc1nc(-c2ccncc2)nn1CC(=O)N1CCCCC1)NC1CCCC1
 : 0.2, 0.1, -6, 1.1, 105, 107, -6, -8, -1, -6
(19) Cc1scc(C(=O)NNC(=S)NC(C)c2ccccc2)c1C (configuration not stated)
 : 0.1, -0.2, -3, 0.74, 97, 97, 0, 5, 1, 13
(20) COc1ccc(OCC(=O)N2c3ccc(C)cc3C3CN(C)CCC32)cc1 (configuration not stated)
 : -0.2, -0.1, -3, 1.1, 87, 102, 3, -4, 17, -15

# Three compounds out of the list above, sorted by their value in Efa HMGR inh, ascending.
no. | Molecule | Efa HMGR inh
16 | O=C(c1cccnc1)N1CCN(c2ccc([N+](=O)[O-])cc2Cl)CC1 | -5
14 | CCN(c1ccccc1)S(=O)(=O)c1ccc(F)c(C(=O)O)c1 | -4
10 | Cc1[nH]nc2c1C(c1ccoc1)C(C#N)=C(N)O2 (configuration not stated) | 3

# Taken from above for reference:
# Order of values: DTT redox prof, Hsp70 activator, TLR4 MyD88 comp, NF-kB neuron act, STAT3 activator, STAT1 activator, Efa HMGR inh, STAT1 blocker, STAT3 inh, APP 5'UTR act
(2) Cc1[nH]nc2c1C1(C(=O)Nc3ccc([N+](=O)[O-])cc31)C(C#N)=C(N)O2 (configuration not stated)
 : 0.0, -0.5, -11, 1.1, 100, 96, -6, 4, 6, -10
(3) O=C(CN1CCN(c2ccccc2F)CC1)NC(=O)NCc1ccccc1
 : -1.0, -0.3, -4, 1.4, 102, 102, -2, -4, 4, -6
(4) CCOCCN1CCN(c2c(C)c(C)nc3cc(-c4cc(OC)cc(OC)c4)nn23)CC1
 : -0.3, -0.5, 7, 0.43, 105, 108, 0, -9, -6, 2
(5) Cc1ccc(C)c(NC(=S)NNC(=O)c2csc3c2CCC(C)C3)c1 (configuration not stated)
 : 0.1, -0.3, -8, 1, 79, 100, -3, 0, 25, 6
(6) Cc1ccc(-n2ncc3c(NNC(=O)Cc4ccccc4)ncnc32)cc1
 : 0.3, -0.2, -15, 0.96, 103, 113, -6, -15, -1, 10

# Further entries.
# Order of values: DTT redox prof, Hsp70 activator, TLR4 MyD88 comp, NF-kB neuron act, STAT3 activator, STAT1 activator, Efa HMGR inh, STAT1 blocker, STAT3 inh, APP 5'UTR act
(21) O=C1CN(C(=O)COC(=O)c2ccccc2NCc2ccco2)c2ccccc2N1
 : 0.1, 0.3, -1, 0.93, 101, 84, -2, 17, -1, 8
(22) Cc1cc(=O)oc(C)c1C(=O)NCC(C)NC(=O)c1c(C)cc(=O)oc1C (configuration not stated)
 : -1.5, -0.3, 2, 0.99, 100, 104, 1, -5, 6, 2
(23) COc1ccc(C(=O)NCCN2CCOCC2)c(OC)c1
 : -2.5, -0.1, -6, 0.79, 96, 99, 0, 1, 5, 14
(24) O=C(CN1CCN(c2ccccn2)CC1)N(c1ccccc1)c1ccc2ccccc2c1
 : -1.4, 0.2, -3, 0.97, 100, 98, 1, 2, 7, -7
(25) Cc1ccc(CSCCNS(C)(=O)=O)cc1
 : 2.7, -0.1, 6, 1.4, 98, 99, -2, 1, 7, 0
(26) CN(CC(=O)Nc1ccc(Cl)c(Cl)c1)Cc1nnc(-c2ccc(F)cc2)o1
 : 0.8, 0.0, 6, 0.94, 108, 112, 0, -12, -3, 19
(27) CCOC(=O)c1cc2c(=O)n3ccccc3nc2n(C(C)C)c1=NC(=O)c1c(-c2c(F)cccc2Cl)noc1C
 : -0.3, -0.6, 6, 0.33, 104, 96, -1, 5, -2, -19
(28) C/C(=N\Nc1ccc(C(F)(F)F)cc1[N+](=O)[O-])C1CC1
 : -0.2, -0.4, -11, 1.2, 94, 105, 1, -5, 9, -15
(29) O=C(Nc1ccc(F)cc1)c1cccnc1N1CCCCC1
 : 0.3, -0.2, -11, 2.4, 99, 93, -2, 7, 3, -2
(30) Cc1cc(C)nc(Nc2nc3ccccc3s2)n1
 : -0.4, 0.2, -1, 1.2, 156*, 129*, -2, -36, -61, 147*
(31) CCN(CCCNC(=O)C1CCC(=O)N1Cc1ccc(C)cc1)c1cccc(C)c1 (configuration not stated)
 : -1.2, -0.5, -10, 0.84, 100, 100, -7, 0, 8, 8
(32) CCCn1nnc(NC(=O)c2cc(Br)cc(Br)c2OC)n1
 : -0.3, 0.1, -6, 1.1, 86, 94, -3, 6, 20, -8
(33) CC1S/C(=N/N=C2CCCCC2)NC1=O (configuration not stated)
 : -0.3, 0.3, 0, 1, 98, 114, -8, -16, 6, 21
(34) CCN1CCN(c2ccc(NC(=O)c3ccc([N+](=O)[O-])o3)cc2Cl)CC1
 : -0.9, -0.1, 30*, 2.3, 98, 148*, -6, -56, 9, -94
(35) NS(=O)(=O)c1ccc(NC(=O)COC(=O)C2(c3ccccc3F)CCCC2)cc1
 : 0.3, -0.4, -9, 0.8, 102, 102, -2, -2, -3, 25
(36) COCCSc1ccccc1C(=O)Nc1ccccc1C(C)C
 : 0.4, -0.2, -10, 1.3, 92, 93, -2, 7, 17, 6
(37) O=[N+]([O-])c1ccc(/C=N/Nc2ccc3ccccc3c2)o1
 : 0.0, -0.3, -8, 0.79, 132, 99, 0, 0, -37, 69
(38) O=C(NCc1ccccc1)C(=O)Nc1nc(C23CC4CC(CC(C4)C2)C3)cs1
 : -0.3, -0.5, -2, 1.1, 83, 93, -5, 7, 17, 9
(39) CCC(=O)Nc1nnc(-c2cccs2)s1
 : 0.6, 0.0, 4, 0.95, 92, 116, 3, -19, 16, 10
(40) Cc1cccc(N2CCN(C(=O)CCn3c(=O)[nH]c4ccccc4c3=O)CC2)c1C
 : 1.7, -0.2, 5, 1.1, 98, 112, -3, -13, 6, -6
(41) COc1ccccc1NC(=O)c1ccc(NC(=O)CN(C)Cc2ccccc2F)cc1
 : -2.3, -0.3, 11, 0.77, 88, 92, -5, 8, 17, 7
(42) Cc1cc(NC(=O)CSc2ccc3nnc(-c4ccc(F)cc4)n3n2)no1
 : 0.2, 0.0, -1, 1, 102, 95, -4, 6, 1, 17
(43) CCOC(=O)CSc1n[nH]c(NC(=O)c2ccc(F)cc2)n1
 : 1.9, -0.1, 3, 0.9, 101, 105, 0, -6, 1, 19
(44) CCOC(=O)C1(Cc2ccccc2C)CCCN(C(=O)CCc2cccnc2)C1 (configuration not stated)
 : 0.0, -0.1, 0, 1.8, 95, 102, 0, -2, 11, 39
(45) Cc1ccc(/C=N/c2sc3c(c2C#N)CCC3)o1
 : 1.9, 0.1, 0, 0.97, 88, 167*, -7, -73, 17, -1
(46) COc1ccc(-c2n[nH]c(=S)n2C2CCCCC2)cc1
 : 1.0, -0.4, 0, 1, 101, 99, -10, 1, 9, -10
(47) COC(=O)c1cc(OC)c(OC)cc1N=CC1=C(O)CC(C)(C)CC1=O
 : 1.1, -0.3, 6, 0.99, 102, 104, -2, -4, 4, 13
(48) COc1ccc(/C=N/Nc2nc(N3CCCC3)nc(N3CCCC3)n2)cc1
 : 0.0, -0.6, -3, 0.61, 96, 99, 1, 2, 3, 1
(49) CCCS(=O)(=O)n1nc(-c2ccc(Br)cc2)cc1N
 : -2.8, -0.4, -1, 1.3, 107, 103, 2, -2, -8, 9
(50) CCOc1ccc(CCNS(=O)(=O)c2c(C)n[nH]c2C)cc1OCC
 : -1.1, -0.5, -9, 0.96, 104, 103, 0, -3, -1, 8
(51) CN(C)CCCNC(=O)c1ccc(CN(c2ccccc2)S(C)(=O)=O)cc1
 : -1.4, -0.1, 3, 1, 95, 108, -4, -8, 10, 8

# 4 compounds from above, reduced to STAT1 activator and STAT3 inh.
no. | mol | STAT1 activator | STAT3 inh
45 | Cc1ccc(/C=N/c2sc3c(c2C#N)CCC3)o1 | 167* | 17
46 | COc1ccc(-c2n[nH]c(=S)n2C2CCCCC2)cc1 | 99 | 9
47 | COC(=O)c1cc(OC)c(OC)cc1N=CC1=C(O)CC(C)(C)CC1=O | 104 | 4
48 | COc1ccc(/C=N/Nc2nc(N3CCCC3)nc(N3CCCC3)n2)cc1 | 99 | 3

# High-throughput results deposited in PubChem by several laboratories.
